A549 tox: A549 cytotoxicity, counter-screen for Nrf2 inhibitors; A549 ARE-Fluc cells, CellTiter-Fluor viability, 18-24 h; Potency, µM (top dose mostly 46 µM), without a hit: at the top dose activity change, negative = cytotoxicity, actives largely listed as inhibitors; actives 0.16% (n = 390,000); further: on the % scale 0 is the no-effect control and ±100 the full control effect
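Cytotoxicity counterscreen: CellTiter-Fluor fluorescence was measured in A549 ARE_Fluc cells after 18-24 h of compound exposure in a concentration series. The subsequent BugLite luminescent read reports ARE-luciferase activity.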
TGFb inhibitor: blocks TGF-b signaling; actives 1.2% (n = 410,000); AID 588855; Potency, µM (highest dose often 46.1 µM), for inactives: at the highest dose activity, negative = inhibition, hits mostly inhibitors; HepG2 CAGA-GFP TGF-b/SMAD3 reporter, GFP fluorescence, 18 h; TGF-beta stimulated, 500 pg/mL final; further: on the % scale 0 is the no-effect control and ±100 the full control effect; nearly all actives have a fitted effect of over 65% in size
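Read-out: total well GFP (ex488/em500-530) summed from mean per-cell fluorescence. Cells: HEPG2 CAGA-GFP, 1% FBS DMEM, 18 h at 37 degrees C with 500 pg/mL final TGF-beta. Unstimulated wells served as the full-inhibition control; stimulated DMSO wells = 0%.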
Nrf2 ARE act: activates Nrf2 signaling; AREc32 ARE-luciferase reporter (MCF7-derived line), luminescence, 24 h; Potency, µM (top dose mostly 46.1 µM), without a hit: at the top dose activation, hits mostly activators; actives 0.31% (n = 410,000); further: % of control where 0% means no effect; nearly all actives have a fitted effect of over 65% in size
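Quantitative high-throughput format: AREc32 reporter cells, 1000 per well, received compound by pin transfer and were incubated 24 hr at 37 deg C, 5% CO2, before Steady-Glo luminescence detection.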
Starred values were filed as active, the others as inactive; ? = inconclusive; [ ] = remark or other dose. The call rests on the fitted dose curve; in most records, active means well fitted curve in the direction sought with a large enough effect; inconclusive means small, poorly fitted or top-dose-only effect, or another doubt; inactive means no such curve, though single readings can be large; an effect the other way counts as inactive or inconclusive. Potency means the concentration at half of the fitted maximal effect. Some of the compounds tested, so the mix of outcomes need not match the whole.

SMILES | A549 tox | TGFb inhibitor | Nrf2 ARE act
COC(=O)c1cnn(-c2ccc(C(=O)Nc3cc(OC)c(OC)c(OC)c3)cc2)c1N | 1.1% | 6.8% | 5.2%
CCN1CCN(C(c2ccccc2Cl)c2sc3nc(-c4ccco4)nn3c2O)CC1 (stereo unspecified) | 1.5% | 0.7% | 5.4%
COc1cccc(C(=O)Nc2cccc(OCc3cc(=O)n4cccc(C)c4n3)c2)c1 | 3.9% | 3.2% | 1.3%
O=S(=O)(NCc1nc2cccnc2n1Cc1ccc(F)cc1)c1ccc(Cl)s1 | 0.6% | -18.6% | -0.3%
CCn1c(=NC(=O)c2ccc3c(c2)OCCO3)sc2c(C)ccc(OC)c21 | 15.3% | -8.5% | 7.1%
CCOC(=O)c1[nH]c(C)c(CCC(=O)N2CCN(c3cccc(OC)c3)CC2)c1C | 2.5% | 11.3% | -1.0%
COc1ccc(N2CC(NC(=O)C(c3ccccc3)c3ccccc3)CC2=O)cc1 (stereo unspecified) | -1.0% | -5.9% | 2.3%
Cc1ccc(C)c(N2CCN(C(=O)Cn3cnc4nc5c(cc4c3=O)CCCC5)CC2)c1 | -4.9% | -8.6% | 0.1%
CC(=O)c1ccc(S(=O)(=O)Nc2ccc(-c3ccc(N4CCCCC4)nn3)cc2)cc1 | 4.4% | 17.2% | 5.2%
CNC(=O)C1CCN(Cc2cc3ccccc3n2Cc2cccc(C)c2)CC1 | 1.2% | -28.7% | 5.6%
Cc1ccc(C(=O)Nc2ccc(C(=O)OCc3cc(=O)n4nc(C5CC5)sc4n3)cc2)cc1 | -0.5% | -7.6% | 0.7%
Nc1ncc(S(=O)(=O)NCc2ccc(F)cc2)cn1 | 13.3% | -3.5% | 0.2%

Random excerpt: five compounds from above, in no set order.
SMILES | A549 tox | TGFb inhibitor | Nrf2 ARE act
Cc1ccc(C)c(N2CCN(C(=O)Cn3cnc4nc5c(cc4c3=O)CCCC5)CC2)c1 | -4.9% | -8.6% | 0.1%
O=S(=O)(NCc1nc2cccnc2n1Cc1ccc(F)cc1)c1ccc(Cl)s1 | 0.6% | -18.6% | -0.3%
Nc1ncc(S(=O)(=O)NCc2ccc(F)cc2)cn1 | 13.3% | -3.5% | 0.2%
COc1cccc(C(=O)Nc2cccc(OCc3cc(=O)n4cccc(C)c4n3)c2)c1 | 3.9% | 3.2% | 1.3%
Cc1ccc(C(=O)Nc2ccc(C(=O)OCc3cc(=O)n4nc(C5CC5)sc4n3)cc2)cc1 | -0.5% | -7.6% | 0.7%

More compounds follow:
SMILES | A549 tox | TGFb inhibitor | Nrf2 ARE act
COc1cc(OC)cc(C(=O)Nc2cccc(-c3cn4cccnc4n3)c2)c1 | 19.6% | 5.2% | 3.0%
Cc1ccc(NC(=O)c2cc(S(=O)(=O)NC3CCCCC3)ccc2F)cc1Cl | -1.1% | 10µM* | -2.1%
COc1ccc(NC(=O)CSc2nc3ccccc3n2CC(=O)N2CCCCC2C)cc1 (stereo unspecified) | 2.6% | -25.2% | 1.3%
O=C(Nc1cccc(-c2cn3cccnc3n2)c1)c1cc(Br)ccc1Cl | 3.0% | 22.7% | 0.7%
CC1CCCCN1C(=O)CN1CCSc2ccccc21 (stereo unspecified) | -5.7% | 0.5% | 4.4%
Cc1cccc(NC(=O)C(=O)NCCc2sc(-c3ccccc3)nc2C)c1C | 7.3% | 6.9% | -0.3%
Cc1cc(C)c2sc(N3CCN(C(=O)C4CC4)CC3)nc2c1 | 4.0% | -47.2% | 7.2%
O=S(=O)(Nc1ccc(-c2ccc(N3CCCC3)nn2)cc1)c1ccc(OC(F)(F)F)cc1 | -13.8% | ? | 0.6%
CCOc1ccc(N2CC(NC(=O)c3ccc(S(=O)(=O)N4CCCC4)cc3)CC2=O)cc1 (stereo unspecified) | -1.8% | 0.0% | -0.6%
COc1ccc(Cc2nc3ccc(C(=O)NCCc4ccc(Cl)cc4)cc3o2)cc1 | -0.9% | 0.7% | -0.6%
Cc1ccc(-c2nc(CCNC(=O)c3ccc(C)c(C)c3)cs2)cc1 | 9.9% | -17.7% | -0.3%
Cc1n[nH]c(C)c1CCc1nc2c3ccccc3nc(SCC(=O)Nc3ccc(F)cc3)n2n1 | -14.8% | ? | -0.8%
COc1ccc(-c2nc3sc(CCNS(=O)(=O)c4c(C)cc(C)cc4C)c(C)n3n2)cc1 | -19.6% | ? | 0.0%
COC(=O)c1ccc(CSc2nc3c([nH]c4ccccc43)c(=O)n2-c2cccc(Cl)c2)o1 | 1.7% | -6.0% | -0.4%
CCOc1ccc(OCC)c(NS(=O)(=O)c2cc(-c3cnc(C)o3)ccc2OC)c1 | 1.9% | -3.0% | 1.1%
Cc1ccc(NC(=O)N2CCN(Cc3nc4ccc(C)cc4o3)CC2)c(Cl)c1 | -2.1% | -25.3% | 3.7%
CCC1CCCCN1S(=O)(=O)c1cc(C(=O)Nc2ccc(C)c(F)c2)ccc1F (stereo unspecified) | -19.1% | 11.2µM* | -1.2%
CCOc1ccc(NC(=O)c2cc(S(=O)(=O)N3CCC(C)CC3)cn2C)cc1 | -0.1% | -9.8% | 0.4%
CCOc1cc(C2C(C(N)=O)=C(C)Nc3ncnn32)cc(Br)c1O (stereo unspecified) | 7.4% | 4.9% | -0.1%
COc1ccccc1N1CCN(C(=O)C2CCN(S(=O)(=O)c3c(C)noc3/C=C/c3ccc(C)cc3)CC2)CC1 | 3.0% | ? | 3.3%
Cc1ccc(Cn2c(CNS(=O)(=O)c3cccc([N+](=O)[O-])c3)nc3cccnc32)cc1 | 1.5% | ? | 6.2%
Cc1ccc(/C=C/c2onc(C)c2S(=O)(=O)N2CCC(C(=O)N(CCC(C)C)Cc3ccco3)CC2)cc1 | 3.6% | -0.5% | 4.0%
COc1ccccc1OCCn1c(NC(=O)c2ccccc2)nc2ccccc21 | -0.6% | 7.5% | 0.4%
Cc1ccc(-n2cc(-c3ccccc3)c3c(N4CCC(C)CC4)ncnc32)cc1Cl | -2.7% | -2.4% | 0.0%
O=c1cc(-c2ccccc2)n2c(SCc3cccc([N+](=O)[O-])c3)nnc2[nH]1 | 2.1% | -1.2% | 3.5%
CC(Oc1ccccc1)C(=O)Nc1ccccc1C(=O)OCc1cc(=O)n2nc(C3CC3)sc2n1 (stereo unspecified) | 12.8% | 20.7% | 1.8%
COc1ccc(CNC(=O)c2ccc3nc(CCc4ccccc4)oc3c2)cc1 | 5.6% | ? | 0.6%
Cc1ccc(CSc2nc3cc(C(=O)NC4CCCC4)ccc3c(=O)n2Cc2ccccc2)cc1 | -0.8% | 2.7% | -0.7%
Cc1ccc2nc3sc(C(=O)NCCCN(C)c4ccccc4)cc3cc2c1 | -12.2% | ? | 7.4%
Cc1ccc(S(=O)(=O)NCCc2cn3ccsc3n2)c(C)c1 | -0.1% | 1.2% | 4.7%
CCOc1ccc(CCNC(=O)CCN2N=C(c3ccc(OC)cc3)CCC2=O)cc1OCC | 4.4% | ? | 3.2%
COc1cc2c(cc1OC)C(COc1cc(C)cc(C)c1)N(C(=O)c1ccc(S(=O)(=O)N3CCCC3)cc1)CC2 (stereo unspecified) | -2.3% | 9.1% | -0.6%
COc1ccc(S(=O)(=O)NCC(c2ccco2)S(=O)(=O)c2ccc(C)cc2)cc1C (stereo unspecified) | -4.4% | 10µM* | 16.7%
Cc1ccc(S(=O)(=O)N(C)Cc2nc(-c3ccccc3)oc2C)cc1 | 9.1% | -13.6% | 4.1%
CCN(CC)C(=O)c1sc2c(c1C)c(=O)n(-c1ccccc1)c(=O)n2CC(=O)Nc1ccc(C)cc1C | 0.8% | -8.6% | -0.4%
Cc1noc(C)c1S(=O)(=O)NCCc1csc2nc(-c3ccc(F)cc3)nn12 | -16.0% | -25.8% | 5.0%
Cc1cc(Cl)ccc1NC(=O)CS(=O)(=O)c1cccc2nsnc12 | ? | -2.6% | -0.5%
Cc1ccc(S(=O)(=O)C(CNC(=O)C(=O)NCc2ccc(Cl)cc2)c2cccs2)cc1 (stereo unspecified) | 8.7% | -13.3% | 0.5%
Cc1cc2nc(N(Cc3cccnc3)C(=O)c3ccc(Cl)s3)sc2cc1C | 0.6% | 0.3% | 1.8%
CCOC(=O)c1cccc(NC(=O)c2sc3nc[nH]c(=O)c3c2C)c1 | 1.5% | ? | 5.4%
Cc1ccccc1C(=O)Nc1nnc(SCc2cc(=O)n3ccccc3n2)s1 | -11.7% | -38.5% | -0.3%
CCOC(=O)c1c(S(=O)(=O)N2CCC(C(=O)NCc3cccc(OC)c3)CC2)c(C)n(C)c1C | -11.3% | ? | 0.3%
CC1=C(C(=O)Nc2cccc(C(F)(F)F)c2)C(c2ccccn2)n2ncnc2N1 (stereo unspecified) | 4.9% | -0.4% | -0.3%
CCc1cccc(NC(=O)c2cc(S(=O)(=O)N3CCCCCC3)cn2C)c1 | 10.6% | -0.3% | 0.3%
COc1cccc(-c2ccc3c(N)c(C(=O)Nc4cc(F)ccc4F)sc3n2)c1 | 14.7% | 11.3% | 3.9%
CCOc1ccc(-n2ccnc2SCC(=O)Nc2cc(C)ccc2C)cc1 | 1.4% | 15.1% | -0.5%
CNC(=O)c1c(NC(=O)/C=C/c2ccccc2)sc2c1CCC2 | -5.3% | -2.0% | 4.6%
COC(=O)c1ccccc1NC(=O)c1ccc2nc(Cc3ccccc3)oc2c1 | 1.5% | -0.5% | 3.4%
CC(=O)c1cccc(NC(=O)C2CCN(S(=O)(=O)c3ccc4[nH]c(=O)ccc4c3)CC2)c1 | 5.6% | -1.7% | 1.0%
O=S(=O)(c1ccccc1)c1nc(-c2ccc(Cl)cc2Cl)oc1N1CCCCC1 | 3.5% | -1.8% | -0.4%
CC(C)CC(=O)NCc1nc2cccnc2n1Cc1ccccc1 | 1.6% | -26.4% | -1.0%
CCCCOc1ccc(C(=O)Nc2ccc3c(c2)CCCN3S(=O)(=O)c2ccc(C)cc2)cc1 | -4.0% | ? | 0.3%
CCCCC(=O)NCc1nc2cccnc2n1Cc1ccc(OC)cc1 | 10.5% | 17.3% | -1.3%
Cc1cccc(N2C(=O)N(Cc3ccc(C(C)(C)C)cc3)c3ccccc3S2(=O)=O)c1 | 8.1% | 0.9% | -0.7%
CCc1ccccc1NC(=O)c1cc(S(=O)(=O)N(CC)c2ccccc2)ccc1F | 10.1% | ? | 11.7%
COc1ccc(CCC(=O)N2CCc3c([nH]c4ccccc34)C2c2ccc(F)cc2)cc1 (stereo unspecified) | -27.3% | -19.8% | 0.8%
Cc1ccc(NC(=O)N2CCC(n3c(C)nc4cccnc43)CC2)c(Cl)c1 | 1.9% | 0.0% | 4.9%
COc1ccc(CCNC(=O)c2cc(S(=O)(=O)N3CCCC(C)C3)cn2C)cc1OC (stereo unspecified) | -11.9% | ? | 1.0%
Cn1cc(S(=O)(=O)N2CCCCC2)cc1C(=O)Nc1ccc(OC(F)(F)F)cc1 | 1.8% | -20.9% | 0.3%
CC(=O)c1cccc(NC(=O)CSc2nc3ccccc3nc2Cc2ccc(F)cc2)c1 | -1.0% | 0.3% | 0.5%

Additional records follow.
SMILES | A549 tox | TGFb inhibitor | Nrf2 ARE act
COc1ccc(CCNC(=O)C2c3ccccc3C(=O)N2Cc2ccccc2)cc1OC (stereo unspecified) | -1.7% | ? | 0.2%
COc1ccc(-c2nc(SCC(=O)NC(C)CCc3ccccc3)n[nH]2)cc1 (stereo unspecified) | -7.1% | 0.0% | 0.1%
CCCCn1c(=N)c(S(=O)(=O)c2ccccc2)cc2c(=O)n3cccc(C)c3nc21 | 7.2% | 45.8%[activator] | 0.2%
Cc1cn2c(=O)cc(COC(=O)c3cccc(NC(=O)c4ccccc4Cl)c3)nc2s1 | 3.2% | -19.3% | -0.5%
Cc1cc(C)c(NC(=O)CSc2nc3c([nH]c4ccccc43)c(=O)n2C)c(C)c1 | -3.2% | -14.8% | 0.7%
Cc1ccc(-c2cn3c4c(=O)n(C)c(=O)n(C)c4nc3n2-c2cccc(Cl)c2)cc1 | 5.3% | 2.7% | -0.4%
COc1ccc(CCNc2ncnc3c2c(-c2ccccc2)cn3-c2ccc(Cl)cc2)cc1OC | 1.2% | -13.9% | -0.5%
CCCN1CCN(CCCNC(=O)c2ccc3nc(Cc4ccccc4)oc3c2)CC1 | 2.4% | -1.6% | -0.2%
COc1ccc(-c2nc3sc(CCNC(=O)C(=O)Nc4c(C)cccc4C)c(C)n3n2)cc1 | 1.5% | 14.9% | -1.3%
Cc1ccc(C)c(N2CCN(C(=O)CS(=O)(=O)c3cccc4nsnc34)CC2)c1 | 7.1% | -18.5% | -0.1%
O=C(OCc1cc(=O)n2nc(C3CC3)sc2n1)c1ccc(NC(=O)c2ccccc2F)cc1 | -10.4% | 15.2% | 1.0%
CCc1ccc(NC(=O)c2ccc(F)c(S(=O)(=O)NCc3ccc(Cl)c(Cl)c3)c2)cc1 | -2.0% | ? | 4.3%
Cc1ccc(CN2CCCn3nc(C(=O)NCCc4cccc(C)c4)cc3C2=O)cc1 | -0.6% | -6.0% | -0.1%

Screens as filed in PubChem.
